Screening results (PubChem)
PERK inh – blocks human PERK kinase. Q9NZJ5. CHO PERK-DD fusion, SEAP luminescence translation reporter. inhibition, % at 5.6 µM. actives 0.17% (n = 220,000). AID 1416;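 active means inhibition above the mean inhibition of all tested compounds plus 3 SD, set separately per screening campaign, cut at about 2.9% in these data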;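 further: PERK kinase domain activated by AP20187 dimerizer at 100 nM; 0% = DMSO with dimerizer and 100% = rapamycin at 8.4 µM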
Furin inh – blocks human furin protease activity; P09958; purified furin, fluorogenic substrate cleavage; inhibition, % at 30 µM; actives 0.061% (n = 220,000); in the data active means inhibition above about 25%; further: inactives centre near -15
hK5 inh – kallikrein 5 (human) inhibition; recombinant hK5, fluorogenic AMC substrate cleavage; AID 873; actives 0.59% (n = 210,000); inhibition, % at 5 µM; Q9Y337;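 active means inhibition of 40% or more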;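 further: 0% = enzyme controls without compound and 100% = no-enzyme blanks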
Target sequence (Q9Y337 67-293 limits assumed): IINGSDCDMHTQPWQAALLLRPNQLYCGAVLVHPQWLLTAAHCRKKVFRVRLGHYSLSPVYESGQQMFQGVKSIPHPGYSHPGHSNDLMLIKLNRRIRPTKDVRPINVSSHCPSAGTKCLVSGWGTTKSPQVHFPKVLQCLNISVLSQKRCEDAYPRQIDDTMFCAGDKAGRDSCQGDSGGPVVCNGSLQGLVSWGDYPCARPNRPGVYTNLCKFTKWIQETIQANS
KCC2 mod – KCC2 (human) Cl- transport modulation; KCC2 cells, thallium flux FluoZin-2 fluorescence; B-score of Tl+ flux slope (higher = more flux/activation; lower = inhibition) at 10 µM; actives 2.2% (n = 190,000);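 active means thallium flux slope and its plate-corrected score both differing from the plate sample mean at a set confidence after two filtering rounds, in either direction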;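 further: slope of fluorescence scaled to starting intensity during 10 to 20 s after thallium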
Thrombin inh – inhibitors of human thrombin; alpha-thrombin, Boc-VPR-AMC fluorogenic substrate cleavage; actives 0.26% (n = 220,000); P00734; inhibition, % at 5 µM; AID 1046;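 active means inhibition at or above 40%; inactive means inhibition below 40%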;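 further: 0% = enzyme with no compound and 100% = wells without enzyme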
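Material: Human alpha-thrombin protein | Buffer or medium: pH 7.5 Tris-saline with Tween 20 | Reagent: Boc-VPR-AMC substrate, 15 µM final | Schedule: Reaction at ambient temperature | Detection: AMC fluorescence at 355 nm excitation and 460 nm emission | Evaluation: Percent inhibition scaled between no-compound controls and no-enzyme blanks | Controls: no-compound enzyme wells and no-enzyme blanks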
FXIIa inh – blocks human coagulation factor XIIa protease activity; P00748; purified FXIIa, Boc-QGR-AMC fluorogenic substrate, 2 h; inhibition, % at 5 µM; actives 0.3% (n = 220,000); in the data active means inhibition above about 40%;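 further: 0% = enzyme with no compound and 100% = blank without enzyme; many of its hits are not listed in these tables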
Wee1 stabilizer – human Wee1 degradation inhibition, primary screen. P30291. actives 1.2% (n = 220,000). AID 1321. reporter increase, % at 5 µM. HeLa Luc-Wee1K328M stability, luciferase luminescence; 100% = proteasome inhibitor MG132 effect;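 active means activation above the mean of all tested compounds plus 3 SD, set per screening run, cut at about 8.8% in these data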;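 further: cells exposed to compound for 20 h before luminescence read; 0% = DMSO alone and 100% = MG132 at 30 µM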
p97 inhibitor – inhibitors of human p97 ATPase; P55072; recombinant p97 ATPase, Kinase-Glo ATP luminescence, 3 h; inhibition, % at 8 µM; actives 0.42% (n = 220,000); AID 1481; in the data active means inhibition above about 15%;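 further: 0% = DMSO vehicle and 100% = wells lacking enzyme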
FXIa inh 1536 – blocks human coagulation factor XIa protease activity; P03951; purified FXIa, Boc-Glu-Ala-Arg-AMC fluorogenic substrate; inhibition, % at 5 µM; actives 0.14% (n = 220,000);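 active means inhibition of at least 40%; inactive means inhibition below 40%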;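 further: fluorescence of freed AMC excited at 355 nm; 0% = enzyme without compound and 100% = no enzyme blank; many of its hits are not listed in these tables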
Target sequence (P03951 19-387 limits assumed): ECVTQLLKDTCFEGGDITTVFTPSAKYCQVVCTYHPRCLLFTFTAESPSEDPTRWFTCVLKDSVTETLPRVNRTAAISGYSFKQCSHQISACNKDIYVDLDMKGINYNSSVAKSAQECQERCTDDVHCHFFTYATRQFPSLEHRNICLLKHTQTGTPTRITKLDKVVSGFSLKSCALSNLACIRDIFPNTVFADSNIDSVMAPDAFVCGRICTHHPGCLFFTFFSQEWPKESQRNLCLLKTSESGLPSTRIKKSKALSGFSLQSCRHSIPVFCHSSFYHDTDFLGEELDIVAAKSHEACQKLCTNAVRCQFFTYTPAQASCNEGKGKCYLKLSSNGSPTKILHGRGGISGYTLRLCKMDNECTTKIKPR
Target sequence (P03951 388-625 limits assumed): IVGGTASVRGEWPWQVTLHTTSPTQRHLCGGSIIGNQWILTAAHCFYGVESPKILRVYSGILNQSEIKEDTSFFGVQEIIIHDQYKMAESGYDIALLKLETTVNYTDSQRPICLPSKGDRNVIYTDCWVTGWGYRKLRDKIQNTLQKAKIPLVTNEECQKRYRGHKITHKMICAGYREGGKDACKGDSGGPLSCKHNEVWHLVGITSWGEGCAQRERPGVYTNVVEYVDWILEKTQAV
* marks the source's active call; other numbers are inactive results; nt = no result given; [ ] = remark or other dose.

1	c1ccc2sc(N3CN(CCN4CCOCC4)CN(c4nc5ccccc5s4)C3)nc2c1
2	CC(C)(C)NC(=O)COC(=O)c1ccc(F)cc1Cl
3	CN1c2ccccc2C(C)(C)C12C=Nc1c(cc(N3CCOCC3)c3ccccc13)O2 (stereo unspecified)
4	C#CC[N+](C)(C)CCCCCCCCCC
5	CC(=O)NCCn1c(SCc2cc(F)ccc2F)nc2ccccc2c1=O
6	Nc1nc(CCl)nc(N(c2ccccc2)c2ccccc2)n1
7	CCOC(=O)/C(C#N)=C1\CCCN1CC(N)=S
8	O=C(Cn1c(=O)oc2ccccc21)Nc1ccc2c(c1)OCCO2

Compound	1	2	3	4	5	6	7	8
PERK inh	-0.3	0.3	0.4	1.0	0.3	-1.5	-0.7	-0.2
Furin inh	-22	-13	-22[20 µM]	-14	-5[20 µM]	-9	-27	-10[20 µM]
hK5 inh	-3	-5	-22	-3	-6	-2	-13	-12
KCC2 mod	0.21	1.4	-0.44	0.22	nt	0.036	-0.19	-1.2
Thrombin inh	-3	-8	1	-6	-4	-4	-5	2
FXIIa inh	6	1	10	10	-1	3	8	19
Wee1 stabilizer	1	2	-2	0	-1	-1	1	4
p97 inhibitor	-1	-3	29*	5	-4	12	5	-4
FXIa inh 1536	-5	10	-13	3	-2	1	9	-2

9	COc1cc(NC(=O)C2CCCN2C(=O)C2CCC(C)CC2)cc(OC)c1OC (stereo unspecified)
10	COc1ccc(N2CC(C(=O)NCCc3ccc(OC)c(OC)c3)CC2=O)cc1 (stereo unspecified)
11	CCCC(=O)NCCc1cc(OC)c(OC)cc1Br
12	COc1cc(/C=N/NC(=O)c2ccccc2)ccc1O
13	Cn1c(SCc2n[nH]c(=S)n2-c2ccccc2)nnc1-c1ccccc1
14	Cc1ccc(-c2nnc(N3CCCCC3)c3ccccc23)cc1
15	O=C(Nc1cccc(S(=O)(=O)NC2=NCCCCC2)c1)C1COc2ccccc2O1 (stereo unspecified)
16	FC(F)(F)c1nc2ccccc2[nH]1

Compound	9	10	11	12	13	14	15	16
PERK inh	-0.1	-0.1	-0.3	0.5	0.8	-1.2	1.0	1.5
Furin inh	-20	-27	-18	-24	-23	-12	-21	-25
hK5 inh	-9	2	0	-2	-10	-3	-5	1
KCC2 mod	-0.33	nt	-0.35	1.1	0.32	-3.3	0.031	0.027
Thrombin inh	-3	-1	0	-4	-6	-4	-9	-2
FXIIa inh	18	6	4	4	8	2	10	7
Wee1 stabilizer	1	-2	2	5	0	0	-3	4
p97 inhibitor	0	3	-2	5	5	2	2	3
FXIa inh 1536	24	3	7	-1	4	-3	-2	8

4 compounds already listed, arranged by formula weight, highest first:
15	O=C(Nc1cccc(S(=O)(=O)NC2=NCCCCC2)c1)C1COc2ccccc2O1 (stereo unspecified)
9	COc1cc(NC(=O)C2CCCN2C(=O)C2CCC(C)CC2)cc(OC)c1OC (stereo unspecified)
11	CCCC(=O)NCCc1cc(OC)c(OC)cc1Br
12	COc1cc(/C=N/NC(=O)c2ccccc2)ccc1O

Compound	15	9	11	12
PERK inh	1.0	-0.1	-0.3	0.5
Furin inh	-21	-20	-18	-24
hK5 inh	-5	-9	0	-2
KCC2 mod	0.031	-0.33	-0.35	1.1
Thrombin inh	-9	-3	0	-4
FXIIa inh	10	18	4	4
Wee1 stabilizer	-3	1	2	5
p97 inhibitor	2	0	-2	5
FXIa inh 1536	-2	24	7	-1

The listing continues.
17	CCn1c(SCC(=O)O)nnc1-c1cc2c(C)nn(-c3ccccc3)c2s1
18	O=C(Cc1ccccc1[N+](=O)[O-])Nc1ccccc1C(=O)N1CCOCC1
19	CCCn1c(C)cc(C(=O)COC(=O)c2nccnc2N)c1C
20	Oc1ccccc1N1CCN(c2ncccn2)CC1
21	CC(=O)Nc1ccc(NC(=O)C(C)c2cccc(C(=O)c3ccccc3)c2)cc1 (stereo unspecified)
22	CSc1ccccc1NC(=O)CN(C)Cc1ccc(Br)cc1
23	COc1cc(/C=N/NC(=O)CN(Cc2ccco2)S(=O)(=O)c2ccccc2)ccc1O
24	Cc1cc(C)c2sc(NC(=O)c3ccc(N4C(=O)CCC4=O)cc3)nc2c1

Compound	17	18	19	20	21	22	23	24
PERK inh	0.2	1.1	0.2	0.4	-1.0	0.6	-0.3	-1.2
Furin inh	-20	-42	-12	-5[20 µM]	-31	-28	-21	-15
hK5 inh	7	-2	0	-28	-15	-7	-20	-2
KCC2 mod	0.22	-1.7	0.5	-0.49	-0.85	0.39	-0.26	0.55
Thrombin inh	1	-1	7	0	0	-7	-9	-4
FXIIa inh	11	8	12	13	5	13	8	6
Wee1 stabilizer	-1	3	5	-1	-1	1	0	4
p97 inhibitor	2	5	3	5	-1	1	-7	1
FXIa inh 1536	-14	-1	3	-30	3	2	-5	-1

25	CCOC(=O)c1c(NC(=O)CCC(=O)O)sc2c1CCCCC2
26	COc1ccc(CN2C(=O)N(c3ccc(OC)cc3)C(=O)C2CC(=O)Nc2ccccc2)cc1 (stereo unspecified)
27	COc1nc(-c2ccccc2Cl)ccc1C#N
28	CC(C)(C)c1ccc(OCC(=O)NCc2ccco2)c(Br)c1
29	CCOC(=O)c1ccc(Nc2ccc([N+](=O)[O-])cn2)cc1
30	CCN(CC)C(=O)C1CCCN(c2ccc([N+](=O)[O-])cc2)C1 (stereo unspecified)
31	O=C(Nc1ccccc1)Nc1cccc2ccccc12
32	Cc1ccnc(SCC(=O)c2cccs2)n1

Compound	25	26	27	28	29	30	31	32
PERK inh	1.3	0.4	1.4	0.3	0.9	0.5	1.2	1.0
Furin inh	-23	-27	-19[20 µM]	-25[20 µM]	-17	-7	-20	-29
hK5 inh	-18	5	-17	-1	2	5	-1	-3
KCC2 mod	-2	0.41	nt	nt	1.3	-0.61	-0.05	0.87
Thrombin inh	-5	-4	0	2	-1	-7	-2	7
FXIIa inh	4	6	-19	14	11	10	0	1
Wee1 stabilizer	-1	0	-2	0	0	0	-2	8
p97 inhibitor	2	2	5	1	5	-1	9	9
FXIa inh 1536	-4	-1	-8	3	8	1	6	-4

33	COCCNC(=O)CN1C(=O)CSc2ncccc21
34	CN1C[C@@H]2C[C@@H](c3ccc(C#CC(C)(C)O)s3)N3CCC[C@@]23C1=O
35	CCOC(=O)CSc1nc2cc(C(=O)N3CCCC3)ccc2c(=O)n1Cc1ccccc1
36	COc1ccc(C2c3c(ncn(CCCO)c3=N)Oc3ccc4ccccc4c32)cc1 (stereo unspecified)
37	CN(C)CCCN(C(=O)c1ccco1)c1nc2ccc(Br)cc2s1
38	COc1cc(O)c(CC=C(C)C)c(O)c1C(=O)CCc1ccc(O)cc1
39	COc1ccc(C(=O)NNC(=O)c2ccc(C(C)(C)C)cc2)cc1
40	Cc1cc(Cl)ccc1N=c1ssnc1Cl

Compound	33	34	35	36	37	38	39	40
PERK inh	0.2	0.6	-3.1	-1.1	-0.7	nt	0.7	1.3
Furin inh	-15	-24	-10[20 µM]	-10	-11	-17	-35	-26[20 µM]
hK5 inh	24	-3	-23	-1	-4	3	1	-9
KCC2 mod	0.85	-0.37	nt	1.3	0.47	0.49	-1.3	0.2
Thrombin inh	6	-18	-4	-7	-5	5	2	3
FXIIa inh	8	4	2	9	-1	14	11	12
Wee1 stabilizer	0	1	0	5	-1	nt	0	-1
p97 inhibitor	4	5	-8	4	-2	nt	3	3
FXIa inh 1536	-1	-4	-20	0	-9	0	-1	4

Profiles, looked up by structure.
Cc1cc(Cl)ccc1N=c1ssnc1Cl in the list: PERK inh = 1.3; Furin inh = -26[20 µM]; hK5 inh = -9; KCC2 mod = 0.2; Thrombin inh = 3; FXIIa inh = 12; Wee1 stabilizer = -1; p97 inhibitor = 3; FXIa inh 1536 = 4
CSc1ccccc1NC(=O)CN(C)Cc1ccc(Br)cc1 in the list: PERK inh = 0.6; Furin inh = -28; hK5 inh = -7; KCC2 mod = 0.39; Thrombin inh = -7; FXIIa inh = 13; Wee1 stabilizer = 1; p97 inhibitor = 1; FXIa inh 1536 = 2
CCN(CC)C(=O)C1CCCN(c2ccc([N+](=O)[O-])cc2)C1 (stereo unspecified) in the list: PERK inh = 0.5; Furin inh = -7; hK5 inh = 5; KCC2 mod = -0.61; Thrombin inh = -7; FXIIa inh = 10; Wee1 stabilizer = 0; p97 inhibitor = -1; FXIa inh 1536 = 1

The list goes on:
41	O=C(Nc1ccn(Cc2c(F)c(F)c(F)c(F)c2F)n1)c1cccc(Cn2cc([N+](=O)[O-])cn2)c1
42	O=C(Cn1nnc2ccccc2c1=O)NCc1ccc(Cl)cc1
43	CC(=O)c1cc(C#N)c(SCC(=O)OC(C)(C)C)nc1C
44	NNC(=O)CCc1ccc(S(=O)(=O)N2CCOCC2)cc1
45	Nn1c(SCC(=O)N2CCOCC2)nnc1C1CC1
46	CCc1cccc(CC)c1NC(=O)C[n+]1cccc(C(N)=O)c1
47	CCCCC12CN3CC(C)(CN(C1)C31C(=O)N(C)c3ccc(C)cc31)C2=O (stereo unspecified)
48	O=C(CCN1CCCCCC1)Nc1ccc(F)cc1

Compound	41	42	43	44	45	46	47	48
PERK inh	-1.6	0.1	0.1	1.3	1.5	0.2	-0.6	0.2
Furin inh	-12[20 µM]	-16	-21	-15	-21	-15	7[20 µM]	-14
hK5 inh	-28	4	-3	1	-5	0	-8	-11
KCC2 mod	-0.082	1.3	nt	-0.11	-0.64	-0.2	1.7	-0.37
Thrombin inh	5	-2	1	-11	-3	-6	1	0
FXIIa inh	9	9	7	5	4	3	13	16
Wee1 stabilizer	0	3	0	-2	2	2	0	6
p97 inhibitor	1	1	5	3	5	0	3	7
FXIa inh 1536	-9	3	3	-1	4	-2	4	4
